Screens: PubChem BioAssay, Broad Institute
EWS-Fli block: inhibitors of EWS/Fli oncoprotein transcriptional activity; A673 NR0B1-luciferase reporter, viability-normalised; inhibition, % at 12.6 µM; 350,000 compounds, 0.67% hits; AID 651661;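 active = mean inhibition of at least 50% after viability correction, with every replicate also passing that limit; inconclusive = mean reaches 50% but only one of two replicates passes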;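 also: firefly luciferase signal divided by Alamar Blue viability fluorescence both relative to DMSO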
miR122 inh: blocks miR-122 activity in Huh7 sensor cells | Huh7 miR-122 Renilla luciferase sensor, 48 h; neutral wells = 0, positive control = 100 | activation (reporter increase), % at 12.5 µM | 340,000 compounds, 0.3% hits;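 active = mean replicate activation score at least 90 and every replicate individually at or above 90; inconclusive = only one of the two criteria met; inactive = neither criterion met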;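 also: higher luciferase means less miR-122 activity so hits act as miR-122 inhibitors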
GSIS activator: GLuc luminescence reporter in INS-1E cells, primary screen for activators of glucose-dependent secretion of insulin; INS-1E GLuc reporter insulin secretion, 2-3 h; activation, % at 16.6 µM; 370,000 compounds, 0.61% hits; AID 743287;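 active = lowest replicate activation of at least 40%, so every replicate reaches that level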;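 also: 0% = median of neutral control wells and 100% = median of IBMX positive control wells; some compounds called inactive have numbers as strong as hits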
DENV2 CPE rescue: inhibitors of DENV2 cytopathic effect. DENV2-infected cells, cytopathic effect rescue, plate reader. CPE inhibition, % at 9.99 µM. 350,000 compounds, 1.7% hits; in the data active = CPE inhibition above about 20%, passing the limit was not always enough; inconclusive = no clear call, values can overlap the other calls; tested in BHK-21 cells;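 also: 0% = median of neutral control wells and 100% = median of positive control wells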
FN deposition inh: fibronectin deposition inhibition; inhibition, % at 12.6 µM; 350,000 compounds, 0.086% hits; AH1F fibroblasts, Alexa488-fibronectin deposition fluorescence, overnight;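 active = mean inhibition across replicates of 30% or more, regardless of how many single replicates reach that level; inconclusive = mean under 30% yet at least half of replicates reach 30%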;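 also: positive control wells lacked labelled fibronectin entirely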
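material = AH1F fibroblast monolayer depositing Alexa488-labelled fibronectin into matrix | amount = 10000 AH1F cells/well | buffer or medium = DMEM plus 2% serum, read in PBS | incubation = 1 h cell adhesion before compound, then overnight fibronectin incubation | detection = fluorescence at 485 nm excitation, 525 nm emission | evaluation = percent inhibition as loss of matrix-bound fibronectin fluorescence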
F508del corr: correctors of CFTR F508del function in bronchial epithelial cells | CFBE cells, YFP halide quenching; stimulated with forskolin plus potentiator P3; % fluorescence drop versus neutral controls | activity (quench increase), % at 7.58 µM | 350,000 compounds, 0.36% hits | AID 720511;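 active = mean added fluorescence quench of at least 8% versus neutral control, with both replicates also reaching 8%; inconclusive = only one of the mean or replicate conditions met; inactive = mean below 8% and not both replicates reaching 8%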;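 also: cells transiently co-express mutant CFTR-F508del with the halide-sensitive YFP; corrector assay measuring rescue of mutant channel to the surface after 24 h compound exposure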
PAX8 inh HTS: lowers PAX8-driven luciferase in RMG-I cells; 360,000 compounds, 1.2% hits; RMG-I TPO-luciferase reporter, SteadyGlo, 24 h; inhibition, % at 12.6 µM; AID 652154;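 active = mean replicate inhibition at least 60% with every replicate also reaching 60%; inconclusive = only one of the two criteria is met; inactive = mean below 60% and not all replicates reaching 60%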;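 also: luciferase light reporting Pax8 driven TPO promoter activity; plate controls were median of neutral control wells for no effect and mitoxantrone controls for full effect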
* = called active by the depositor; & = joins results of further samples; [ ] = dose if it differs, or a comment. Random draw from the library, and some 3.9% of all compounds hit somewhere here.

How did COc1cc2c(cc1NC(=O)c1ccc(C)c([N+](=O)[O-])c1)oc1ccccc12 do in these assays?
miR122 inh: -4; GSIS activator: 53*; FN deposition inh: -1; PAX8 inh HTS: 5

How did COc1ccc(N2C(=O)CC(NNC(=O)c3ccco3)C2=O)cc1 (stereo not drawn) do in these assays?
EWS-Fli block: -21; miR122 inh: -4; GSIS activator: -1; DENV2 CPE rescue: -7; FN deposition inh: -4; F508del corr: -0.7; PAX8 inh HTS: 7

How did COc1ccccc1NC(=O)Cc1nnc(SCC(=O)c2ccc(F)cc2)n1C do in these assays?
EWS-Fli block: 5; miR122 inh: -6; GSIS activator: -10; DENV2 CPE rescue: 4; FN deposition inh: 8; F508del corr: -2.7; PAX8 inh HTS: 10

How did COc1ccc(C(=O)NC(C)c2nc3ccccc3n2C)cc1OC (stereo not drawn) do in these assays?
miR122 inh: 0; FN deposition inh: 5; PAX8 inh HTS: -14

What do the screens show for `CC(C)CCN1CCN(Cc2cccn2-c2ccc(Cl)cn2)CC1CCO` (stereo not drawn)?
EWS-Fli block: 5; miR122 inh: 10; GSIS activator: 12; DENV2 CPE rescue: 1; FN deposition inh: -5; F508del corr: -2.7; PAX8 inh HTS: 9

How did NS(=O)(=O)c1ccc(N2N=C(c3ccccc3)CC2c2ccccc2Br)cc1 (stereo not drawn) do in these assays?
EWS-Fli block: -10; miR122 inh: -1; GSIS activator: 1; DENV2 CPE rescue: 9; FN deposition inh: 3; F508del corr: 3.6; PAX8 inh HTS: -9

How did Cn1cccc1C(=O)NC(=O)COC(=O)c1cc([N+](=O)[O-])ccc1Cl do in these assays?
EWS-Fli block: 8; GSIS activator: 17; DENV2 CPE rescue: -2; FN deposition inh: -4; F508del corr: 0.4; PAX8 inh HTS: 3

What do the screens show for `O=C(CNC(=O)c1ccco1)N/N=C/c1ccc(O)cc1O`?
miR122 inh: -7; GSIS activator: 0; DENV2 CPE rescue: -4; FN deposition inh: -9; F508del corr: 3.9; PAX8 inh HTS: 2

How did Cc1ccccc1-c1cnc2c(c1)C(=O)N([C@@H](C)CO)C[C@H](C)[C@@H](CN(C)C(=O)c1ccc(F)cc1)O2 do in these assays?
EWS-Fli block: -2; GSIS activator: -21; DENV2 CPE rescue: 3; FN deposition inh: -4; F508del corr: 0.2

Results for CCn1cc(CN2CCC(n3nccc3NC(=O)c3ccccc3C)CC2)cn1 ?
miR122 inh: -8; GSIS activator: -2; DENV2 CPE rescue: -12; FN deposition inh: 8; F508del corr: -1.7; PAX8 inh HTS: 8

What do the screens show for `O=C(C[C@H]1C[C@@H]2c3cc(NC(=O)Nc4ccccc4F)ccc3O[C@@H]2[C@@H](CO)O1)NCc1ccncc1`?
EWS-Fli block: 0; miR122 inh: 0[16.7 µM]; GSIS activator: 3; DENV2 CPE rescue: 8; FN deposition inh: 9; F508del corr: 1.7; PAX8 inh HTS: 7

Results for C[C@@H]1CN([C@H](C)CO)C(=O)c2cc(NC(=O)CCN3CCOCC3)ccc2O[C@H]1CN(C)C(=O)NC1CCCCC1 ?
EWS-Fli block: -8; miR122 inh: 1[16.7 µM]; GSIS activator: 2; DENV2 CPE rescue: 16; F508del corr: -2.7; PAX8 inh HTS: -8

By substructure: those above with a Cl atom.
What do the screens show for `CC(C)CCN1CCN(Cc2cccn2-c2ccc(Cl)cn2)CC1CCO` (stereo not drawn)?
EWS-Fli block: 5; miR122 inh: 10; GSIS activator: 12; DENV2 CPE rescue: 1; FN deposition inh: -5; F508del corr: -2.7; PAX8 inh HTS: 9

How did Cn1cccc1C(=O)NC(=O)COC(=O)c1cc([N+](=O)[O-])ccc1Cl do in these assays?
EWS-Fli block: 8; GSIS activator: 17; DENV2 CPE rescue: -2; FN deposition inh: -4; F508del corr: 0.4; PAX8 inh HTS: 3

Next entries follow:
What do the screens show for `CCOCCCNC(=O)C(NC(=O)c1ccc(NC(C)=O)cc1)c1ccc(Cl)cc1` (stereo not drawn)?
EWS-Fli block: -2; GSIS activator: -10; DENV2 CPE rescue: 13; FN deposition inh: 4; F508del corr: 1.2; PAX8 inh HTS: 26

How did C=CC(COCc1ccccc1)N(Cc1ccccc1)S(=O)(=O)c1ccccc1Br (stereo not drawn) do in these assays?
EWS-Fli block: 6; miR122 inh: 10; GSIS activator: -11; FN deposition inh: -2; F508del corr: 2.6; PAX8 inh HTS: -6

Results for C[C@@H]1CN([C@H](C)CO)C(=O)c2cc(-c3cccnc3)cnc2O[C@@H]1CN(C)Cc1ccc(-c2ccccc2)cc1 ?
EWS-Fli block: -7; GSIS activator: -26; DENV2 CPE rescue: -4; F508del corr: 5.8

What do the screens show for `O=S(=O)(/N=C(/Nc1ccc(F)cc1F)c1ccccc1)c1ccccc1`?
miR122 inh: -3; GSIS activator: 36; FN deposition inh: 5; PAX8 inh HTS: 2

What do the screens show for `O=C(O)c1cn(-c2ccc(F)cc2)c(=O)c2ccccc12`?
EWS-Fli block: 1; GSIS activator: 14; DENV2 CPE rescue: -2; PAX8 inh HTS: 5

How did CN(C)CCCNC(=O)[C@H]1[C@H](CO)[C@H]2Cn3c(ccc(-c4ccncc4)c3=O)[C@@H]1N2C(=O)CC1CC1 do in these assays?
EWS-Fli block: -8; miR122 inh: 4[16.7 µM]; GSIS activator: 0; F508del corr: -3.5; PAX8 inh HTS: -5

What do the screens show for `O=C(c1ccccc1F)N1CCc2ccccc21`?
miR122 inh: 1; FN deposition inh: 0; PAX8 inh HTS: 27

What do the screens show for `COc1ccc(OC)c(N2Cc3cc(C)c(C)cc3C2)c1`?
EWS-Fli block: -8; miR122 inh: -4; GSIS activator: 3; DENV2 CPE rescue: 3; F508del corr: 2.0

How did Cc1[nH]c(=O)c(C#N)c(C)c1Br do in these assays?
EWS-Fli block: 19; miR122 inh: -4; GSIS activator: 39; DENV2 CPE rescue: -5; F508del corr: -0.4

Results for CO[C@@H]1CN(C)C(=O)c2cc(NC(=O)NC3CCCCC3)ccc2OC[C@@H](C)N(CCc2ccccc2)C[C@@H]1C ?
EWS-Fli block: 10&11; GSIS activator: -38&-41&-34; DENV2 CPE rescue: 1&-9; FN deposition inh: 5&6&7; F508del corr: 0.9&1.8; PAX8 inh HTS: -7

Results for COc1ccc(-n2c(Cc3cc(=O)[nH]c(=O)[nH]3)nnc2SCC(=O)N2CCCC2)cc1 ?
EWS-Fli block: -1; miR122 inh: 2; GSIS activator: 5; DENV2 CPE rescue: -5; FN deposition inh: -28; F508del corr: 0.9; PAX8 inh HTS: 12

Results for O=C(O)c1cc(-c2ccccc2)nn1CC1CC(c2cccc([N+](=O)[O-])c2)=NO1 (stereo not drawn) ?
EWS-Fli block: -1; DENV2 CPE rescue: inconclusive; FN deposition inh: -10; F508del corr: 1.7; PAX8 inh HTS: 0

The final 2 compounds of the part before lead into the next.
Results for COc1ccc(-n2c(Cc3cc(=O)[nH]c(=O)[nH]3)nnc2SCC(=O)N2CCCC2)cc1 ?
EWS-Fli block: -1; miR122 inh: 2; GSIS activator: 5; DENV2 CPE rescue: -5; FN deposition inh: -28; F508del corr: 0.9; PAX8 inh HTS: 12

Results for O=C(O)c1cc(-c2ccccc2)nn1CC1CC(c2cccc([N+](=O)[O-])c2)=NO1 (stereo not drawn) ?
EWS-Fli block: -1; DENV2 CPE rescue: inconclusive; FN deposition inh: -10; F508del corr: 1.7; PAX8 inh HTS: 0

How did Cn1c(N)c(C(=O)COC(=O)c2cc(C3CC3)nc3ccccc23)c(=O)n(Cc2ccccc2)c1=O do in these assays?
EWS-Fli block: -10; miR122 inh: -1; GSIS activator: -11; DENV2 CPE rescue: -8; FN deposition inh: -1; F508del corr: 1.2; PAX8 inh HTS: -20

How did O=C(Nc1ccc2c(c1)[C@@H]1C[C@@H](CC(=O)N3CCOCC3)O[C@H](CO)[C@@H]1O2)NC1CCCCC1 do in these assays?
EWS-Fli block: -5; miR122 inh: 5[16.7 µM]; GSIS activator: 5; DENV2 CPE rescue: 9; FN deposition inh: 3; F508del corr: 1.3; PAX8 inh HTS: -6

How did COc1ccc(C2(c3ccc(OC)cc3)NC(=O)N(CC(=O)N3CCOCC3)C2=O)cc1 do in these assays?
EWS-Fli block: 1; miR122 inh: 2; GSIS activator: -23; DENV2 CPE rescue: 11; FN deposition inh: -2; F508del corr: -0.7; PAX8 inh HTS: -35

Results for O=C(Cc1ccc([N+](=O)[O-])cc1)NNC(=O)c1cccs1 ?
EWS-Fli block: -3; miR122 inh: 1; GSIS activator: 15; DENV2 CPE rescue: 0; FN deposition inh: 8; F508del corr: 0.4; PAX8 inh HTS: -17

What do the screens show for `Cc1ccc(S(=O)(=O)Nc2ccc3c(c2)CC(=O)N([C@@H](C)CO)C[C@H](C)[C@H](CN(C)Cc2ccc(C(=O)Nc4ccccc4N)cc2)O3)cc1`?
EWS-Fli block: inconclusive; miR122 inh: 252*[16.7 µM]; GSIS activator: 9; DENV2 CPE rescue: -3; F508del corr: -4.5; PAX8 inh HTS: 11

What do the screens show for `CN(C)CCNC(=O)c1cc2c(=O)n(C)c3ccccc3c2n1C`?
EWS-Fli block: -7; miR122 inh: 0; GSIS activator: -3; DENV2 CPE rescue: -8; FN deposition inh: 0; F508del corr: 2.8; PAX8 inh HTS: -16

Results for CCN(CC)CCCNC(=O)c1cc2cc(Cl)ccc2nc1N ?
EWS-Fli block: 0; GSIS activator: -1; DENV2 CPE rescue: -1; FN deposition inh: -7; F508del corr: 2.0; PAX8 inh HTS: 19

Results for CNC(=O)c1c[nH]c2ccc(S(=O)(=O)Nc3cccc(SC)c3)cc2c1=O ?
EWS-Fli block: 5; miR122 inh: 1; GSIS activator: -7; DENV2 CPE rescue: -3; FN deposition inh: -5; F508del corr: -1.0; PAX8 inh HTS: -6

How did CC(=O)N1c2ccc(S(=O)(=O)N3CCC(C(=O)NCc4ccccc4Cl)CC3)cc2CC1C (stereo not drawn) do in these assays?
miR122 inh: 3; GSIS activator: -26; DENV2 CPE rescue: -3; FN deposition inh: -6; F508del corr: -0.7; PAX8 inh HTS: 16

How did COc1nnc(-c2ccc(C)cc2)c2ccccc12 do in these assays?
EWS-Fli block: 12; miR122 inh: 5; GSIS activator: 22; DENV2 CPE rescue: -6; FN deposition inh: -2; F508del corr: 1.3; PAX8 inh HTS: 29

Results for CC[C@@H](C)CN1C(=O)N[C@@H](c2ccccc2)C(C(C)=O)=C1C ?
EWS-Fli block: 1; miR122 inh: -3; GSIS activator: 3; DENV2 CPE rescue: 6; FN deposition inh: 13; F508del corr: -0.5; PAX8 inh HTS: 8

How did CC(=O)c1cnc2nc(SCc3ccccc3)nn2c1C do in these assays?
EWS-Fli block: -81; miR122 inh: -13; GSIS activator: 15; DENV2 CPE rescue: -4; FN deposition inh: -1; F508del corr: -2.1; PAX8 inh HTS: -82

How did Cc1cc(C)cc(C(=O)NCC(=O)OCC(=O)c2c(N)n(C)c(=O)n(C)c2=O)c1 do in these assays?
EWS-Fli block: 1; miR122 inh: -7; GSIS activator: -4; FN deposition inh: -5; F508del corr: -3.7; PAX8 inh HTS: 11

How did COc1ccc(/C=C2\SC(=S)N(CCC(=O)N(CCO)Cc3ccccc3)C2=O)cc1OC do in these assays?
EWS-Fli block: 5; miR122 inh: -4; GSIS activator: 8; DENV2 CPE rescue: 0; FN deposition inh: 3; F508del corr: -0.1; PAX8 inh HTS: -16

Results for O=C(Nc1nccs1)[C@H]1[C@H](CO)[C@H]2Cn3c(ccc(-c4ccccc4)c3=O)[C@H]2N1CC1CCCC1 ?
EWS-Fli block: 6; miR122 inh: -1[16.7 µM]; GSIS activator: -18; DENV2 CPE rescue: 16; F508del corr: -4.0; PAX8 inh HTS: 12

How did COc1ccc(OC(C)c2ccc(C#N)c(=O)[nH]2)cc1 (stereo not drawn) do in these assays?
EWS-Fli block: 4; miR122 inh: -2; GSIS activator: -6; DENV2 CPE rescue: 7; PAX8 inh HTS: 3
